ERG-DNA inh: blocks human ERG Ets domain binding to DNA; fluorescence polarization, His-ERG Ets domain / labelled DNA; Potency, µM (highest dose often 76.9 µM), without a hit: top-dose FP activity, negative = inhibition, most hits filed as inhibitors; AID 624246; 0.028% of 370,000 active; P11308; active = well fitted inhibition curve with a large enough effect in the polarisation, with a control signal flat; inconclusive = small, poorly fitted or top-dose-only effect, or effect the other way, or a change in a side signal; inactive = no such curve, though single readings can be large or run the other way; the % refers to the polarisation;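 note: polarization taken with two DNA probes labelled with fluorescein and Texas red; % of control where 0% means no effect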
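His-tagged ERG Ets domain (1 uM in the protein solution; 300mM KCl, 50mM Tris-HCl, 1mM EDTA, 1mM DTT, pH 7.5) received compound, then a probe mix of 5 nM fluorescein-DNA and 100nM Texas-615-DNA. Fluorescence polarization was read for both dyes.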
JMJD2A Tudor: inhibitors of human JMJD2A Tudor domain. AlphaScreen JMJD2A-Tudor / H3K4me3 peptide binding. AID 504339. Potency, µM (titrated, usually from 114 µM), inactives show top-dose activity change, negative = inhibition, most hits filed as inhibitors. O75164. 4.4% of 390,000 active; note: % is set by controls: 0 for no effect and ±100 for the full control effect; nearly all actives have a fitted effect of over 50% in size
TrxR1 inh: inhibitors of rat thioredoxin reductase 1 | O89049 | recombinant rTrxR1, NADPH fluorescence consumption, selenite substrate | Potency, µM (titrated, usually from 114 µM), without a hit: at the highest dose activity change, negative = inhibition, hits mostly inhibitors | 1% of 390,000 active; note: % is set by controls: 0 for no effect and ±100 for the full control effect; nearly all actives have a fitted effect of over 65% in size
Target sequence (O89049 whole entry, looked up): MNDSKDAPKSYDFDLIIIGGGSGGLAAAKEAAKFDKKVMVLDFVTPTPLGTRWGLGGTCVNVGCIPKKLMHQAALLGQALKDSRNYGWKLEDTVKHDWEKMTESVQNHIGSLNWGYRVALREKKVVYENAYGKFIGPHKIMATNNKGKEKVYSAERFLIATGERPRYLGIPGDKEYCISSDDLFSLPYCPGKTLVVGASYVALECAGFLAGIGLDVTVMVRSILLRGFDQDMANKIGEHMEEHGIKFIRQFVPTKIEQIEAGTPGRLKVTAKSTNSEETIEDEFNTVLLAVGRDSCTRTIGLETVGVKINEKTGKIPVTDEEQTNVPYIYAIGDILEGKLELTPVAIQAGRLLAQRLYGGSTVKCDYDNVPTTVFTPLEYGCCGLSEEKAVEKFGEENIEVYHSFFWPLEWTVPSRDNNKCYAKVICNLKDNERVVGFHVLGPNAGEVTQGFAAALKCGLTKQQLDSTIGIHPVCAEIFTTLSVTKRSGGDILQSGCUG
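Rat TrxR1 (90 nM in the dispensed reagent) was pre-reduced with 400 uM NADPH for 5 min at room temperature, then incubated with compound for 15 min. After 400 uM selenite was added, NADPH fluorescence (Ex 340/Em 450 nm) was followed for 8 min.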
ALOX12 inh: blocks human arachidonate 12S-lipoxygenase; P18054; purified 12hLO, xylenol orange hydroperoxide absorbance; Potency, µM (top dose mostly 108 µM), without a hit: at the highest dose activity change, negative = inhibition, actives largely listed as inhibitors; 1.1% of 580,000 active; note: % is set by controls: 0 for no effect and ±100 for the full control effect
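Hydroperoxide product was detected by ferrous iron/xylenol orange as the 573 to 405 nm absorbance ratio. Arachidonic acid at 40 uM (final) was turned over for 30 min at room temperature by 150 nM human 12hLO, pH 7.0 Hepes buffer, after 15 min compound preincubation.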
HP1b binding inh: HP1-beta chromodomain-methylated histone interaction inhibition; P83916; AlphaScreen HP1-beta / biotin-H3K9me3 peptide binding; Potency, µM (titrated, usually from 114 µM), inactives show at the highest dose activity change, negative = inhibition, actives largely listed as inhibitors; 0.56% of 390,000 active; note: nearly all actives have a fitted effect of over 70% in size; inactives centre near 23
Target sequence (P83916 whole entry, looked up): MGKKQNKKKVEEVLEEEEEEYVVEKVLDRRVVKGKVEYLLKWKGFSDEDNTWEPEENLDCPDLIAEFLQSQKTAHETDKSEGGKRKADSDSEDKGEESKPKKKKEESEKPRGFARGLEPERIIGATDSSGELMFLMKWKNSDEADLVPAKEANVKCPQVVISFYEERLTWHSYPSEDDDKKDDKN
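AlphaScreen: HP1-beta (50 nM) preformed 30 min with biotin-H3(1-18)K9me3 peptide (50 nM) in PBS pH 7.4, 0.01% Tween-20. Compound added for 30 min at RT, then streptavidin donor/nickel chelate acceptor beads (10 ug/mL) for 30 min.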
Pin1 inh: inhibitors of human Pin1 | Pin1 FP peptide displacement, HiFluor488, 10 min | Potency, µM (titrated, usually from 115 µM), without a hit: top-dose activity, negative = inhibition, hits mostly inhibitors | 0.009% of 390,000 active | AID 504891; active = well fitted inhibition curve with a large enough effect in the polarisation, with a control signal flat, not every such curve was filed as active; inconclusive = small, poorly fitted or top-dose-only effect, or effect the other way, or a change in a side signal; inactive = no such curve, though single readings can be large or run the other way; the % refers to the polarisation; note: % is set by controls: 0 for no effect and ±100 for the full control effect
Target sequence (Q13526 whole entry, looked up): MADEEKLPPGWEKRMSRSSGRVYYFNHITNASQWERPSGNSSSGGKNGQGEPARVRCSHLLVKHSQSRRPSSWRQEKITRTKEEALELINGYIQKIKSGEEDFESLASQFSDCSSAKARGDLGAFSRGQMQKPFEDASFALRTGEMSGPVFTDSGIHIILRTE
Tb PGK inh: blocks T. brucei phosphoglycerate kinase. PGK/GAPDH coupled, Kinase-Glo luminescence, 60 min. Potency, µM (highest dose often 57.5 µM), for inactives: top-dose activity change, negative = inhibition, actives largely listed as inhibitors. 0.043% of 380,000 active. AID 602233; note: % is set by controls: 0 for no effect and ±100 for the full control effect; nearly all actives have a fitted effect of over 60% in size
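Recombinant glycosomal PGK reaction used 1,3-bisphosphoglycerate generated in-well by GAPDH (100nM final) in 100mM TEA pH 7.6, 5mM MgCl2, 0.01% Tween-20. After 60 minutes at room temperature, ATP was read by Kinase-Glo Plus luminescence end-point.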
RGS4 inh: inhibitors of human regulator of G protein signaling 4. 0.039% of 390,000 active. Potency, µM (doses to about 114 µM), without a hit: at the top dose activity change, negative = inhibition, most hits filed as inhibitors. AID 504845. P49798. Transcreener GDP fluorescence polarization, RGS4-accelerated GTP hydrolysis; note: % is set by controls: 0 for no effect and ±100 for the full control effect; nearly all actives have a fitted effect of over 75% in size; some results filed as inactive show a strong effect at the top dose
Target sequence (P49798 whole entry, looked up): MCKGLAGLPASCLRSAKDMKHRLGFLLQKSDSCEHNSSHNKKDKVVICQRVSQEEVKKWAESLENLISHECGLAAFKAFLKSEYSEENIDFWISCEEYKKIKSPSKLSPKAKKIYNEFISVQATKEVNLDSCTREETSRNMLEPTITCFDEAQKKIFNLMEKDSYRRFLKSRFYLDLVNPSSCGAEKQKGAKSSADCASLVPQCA
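MLSMR compounds (23 nl, pin-transferred) preincubated 10 min at room temperature with a 500nM (2x) first reagent, then RGS4 at 900nM (2x) plus Transcreener GDP mix added; fluorescence polarization (620/688 nm) read before and after 90 min at 30 °C.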
GLS inhibitor: inhibitors of human glutaminase (GLS). GLS enzymatic activity, qHTS titration. O94925. Potency, µM (top dose mostly 45.5 µM), for the others: top-dose activity change, negative = inhibition, actives largely listed as inhibitors. 0.21% of 410,000 active; note: % is set by controls: 0 for no effect and ±100 for the full control effect
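Human kidney-isoform GLS in 45 mM KH2PO4 pH 8.2, 0.02% Tween-20, with compound, started with 1mM L-Glutamine (added stock). Glutamate oxidase/HRP/Amplex red coupled fluorescence read at start and after 30 min at RT.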
An asterisk follows results filed as active; i = inactive; ? = inconclusive; · = no result given; [ ] = remark or other dose. Unless noted, calls come from the whole dose curve; as a rule, active = well fitted curve in the direction sought with a large enough effect; inconclusive = small, poorly fitted or top-dose-only effect, or another doubt; inactive = no such curve, though single readings can be large; an effect the other way counts as inactive or inconclusive. Potency is the fitted concentration of half-maximal effect. A portion of the library, so the mix of outcomes need not match the whole.

SMILES	ERG-DNA inh	JMJD2A Tudor	TrxR1 inh	ALOX12 inh	HP1b binding inh	Pin1 inh	Tb PGK inh	RGS4 inh	GLS inhibitor
CCc1cc2c(=O)n(CC)c(SC(C)C(=O)Nc3c(C)n(C)n(-c4ccccc4)c3=O)nc2s1 (stereo not given)	-1.9%	0.0%	-0.7%[57.1 µM]	0.0%	22.2%	0.0%	0.0%	-9.8%	5.8%
COc1ccc(OC)c2[nH]c(=O)c(CCNC(=O)c3cccs3)cc12	0.2%	-8.3%	1.4%	-8.6%	39.8%[activator]	0.0%	i	-0.3%	-7.4%
O=C(Nc1nnc(/N=C/c2ccco2)s1)c1ccc(F)cc1	-23.1%	-15.7%	-9.5%	81.6%[activator]	50.2%[activator]	15.5%	-3.4%	2.3%	51.8%[activator]
CCOc1cc2[nH]c(=S)n(Cc3ccc(C(=O)N4CCN(C)CC4)cc3)c(=O)c2cc1OCC	0.6%	-13.1%	10.9%	2.1%	50.0%[activator]	-3.4%	i	-20.3%	4.7%
COCc1cc(C2C(C(=O)c3ccco3)=C(O)C(=O)N2CCOCCO)ccc1O (stereo not given)	-1.8%	50.1µM*	-13.0%	?	-7.1%	0.1%	-4.3%	3.9%	16.5%
CCCNS(=O)(=O)c1cc2c3c(c1)C(C)C(=O)N3CCC2 (stereo not given)	4.9%	1.2%	31.0%	-2.7%	32.0%	8.4%	-0.8%	-5.0%	-2.2%
O=C(OCC(=O)N1CCc2ccccc21)c1ccncc1	12.0%	-16.3%	15.9%	-28.3%	21.2%	-2.3%	i	12.0%	?
COc1cc(-c2[nH]ncc2CN2CCN(Cc3cccs3)CC2)cc(OC)c1OC	-16.5%	-15.0%	5.6%[57.1 µM]	0.5%	17.0%	-1.0%	-8.8%	-11.1%	0.4%
O=C1C2C3c4ccccc4C(c4ccccc43)[C@@H]2C(=O)N1c1nc(-c2ccccc2)cs1 (stereo not given in full)	-10.5%	-14.1%	16.5%	-15.8%	11.3%	15.6%	13.8%	3.6%	9.6%
CCOC(=O)CNC(=O)Cc1ccc(Cl)cc1	8.4%	-0.3%	-1.8%[57.1 µM]	0.0%	24.4%	-1.0%	-7.4%	-16.2%	1.2%
O=C(Nc1cccc(-c2nc3cccnc3s2)c1)c1ccco1	·	-5.8%	-6.8%	3.2%[57.4 µM]	13.9%	5.5%	i	-10.0%	1.7%
COc1ccc(Cn2nc(C(=O)O)c3ccccc3c2=O)cc1F	0.2%	-12.7%	2.7%[57.1 µM]	-1.5%	27.0%	8.5%	3.4%	1.2%	1.5%
CCCc1c(O)nc(SC2CC(=O)N(c3ccc(OC)cc3)C2=O)[nH]c1=O (stereo not given)	-11.3%	?	3.6%	?	36.2%	-7.0%	-0.6%	-15.7%	-5.1%
CCCCNC(=S)Nc1cccc(C(C)=O)c1	-7.0%	-10.0%	-21.5%	-24.0%	13.9%	1.6%	6.3%	11.7%	20.1%
CC1Oc2ccccc2N(CC(=O)NC2CCCC2)C1=O (stereo not given)	-12.3%	-3.4%	17.3%	-3.5%	3.1%	-0.7%	-4.1%	0.4%	15.0%
COc1ccc(-c2nnn(CCc3nn[nH]n3)n2)cc1	3.2%	-9.6%	-7.1%	0.0%	16.9%	-5.9%	i	12.5%	4.5%
CCc1c(C)sc2nc(SCC(=O)Nc3cc(C)on3)n(CCOC)c(=O)c12	-8.6%	8.2%	15.8%[57.1 µM]	113.6%[activator]	38.4%	-10.3%	i	3.8%	-13.3%
COc1ccc(C(=O)NC(=S)Nc2ccc(S(=O)(=O)Nc3cc(C)on3)cc2)cc1OC	23.6%	-7.2%	?	?	5.4%	0.4%	-6.8%	-32.6%	-2.7%
O=C(O)CCN1C(=O)C(=C2CCCCCC2)SC1=S	2.1%	-13.3%	-15.1%	?	34.8%	-16.5%	5.6%	?	15.7%
COc1ccc(NC(=O)c2oc3ccccc3c2NC(=O)c2cc(OC)c(OC)c(OC)c2)cc1	1.0%	-26.5%	18.5%	-0.7%	28.0%	3.6%	-10.6%	-1.4%	-0.9%
CCC(C)c1ccccc1NC(=O)COC(=O)CCc1cc(OC)c(OC)c(OC)c1 (stereo not given)	-12.7%	1.3%	17.5%[0.0914 µM]	-14.8%	24.8%	0.9%	-6.6%	-9.6%	-0.7%
O=C(CSc1ccc2ccccc2c1)Nc1ccc(S(=O)(=O)Nc2nccs2)cc1	-8.4%	?	-5.8%	-25.4%	-9.4%	25.8%	-2.1%	-15.2%	2.6%
COc1ccc(C(=O)N2CC(=O)Nc3ccc(C)cc3C2c2ccc(F)cc2)c(OC)c1 (stereo not given)	2.6%	-13.7%	-0.5%	-28.7%	28.2%	5.4%	i	13.6%	-19.9%
CCOc1cccc(C=NCCc2ccc(OC)c(OC)c2)c1O	3.8%	-23.9%	21.6%	0.0%	21.9%	-8.8%	-2.9%	8.2%	9.3%
CC(=O)c1cccc(NC(=O)CSc2ccc(-c3ccc4c(c3)OCO4)nn2)c1	-5.3%	-29.1%	21.5%	?	18.2%	21.2%	9.2%	-8.4%	8.8%

Full records as entered above.
`CCC(C)c1ccccc1NC(=O)COC(=O)CCc1cc(OC)c(OC)c(OC)c1` (stereo not given) in the list: ERG-DNA inh: -12.7%; JMJD2A Tudor: 1.3%; TrxR1 inh: 17.5%[0.0914 µM]; ALOX12 inh: -14.8%; HP1b binding inh: 24.8%; Pin1 inh: 0.9%; Tb PGK inh: -6.6%; RGS4 inh: -9.6%; GLS inhibitor: -0.7%
`CC(=O)c1cccc(NC(=O)CSc2ccc(-c3ccc4c(c3)OCO4)nn2)c1` in the list: ERG-DNA inh: -5.3%; JMJD2A Tudor: -29.1%; TrxR1 inh: 21.5%; ALOX12 inh: ?; HP1b binding inh: 18.2%; Pin1 inh: 21.2%; Tb PGK inh: 9.2%; RGS4 inh: -8.4%; GLS inhibitor: 8.8%

Other records follow:
SMILES	ERG-DNA inh	JMJD2A Tudor	TrxR1 inh	ALOX12 inh	HP1b binding inh	Pin1 inh	Tb PGK inh	RGS4 inh	GLS inhibitor
CCOC(=O)c1cc(CC)sc1NC(=O)COC(=O)c1cc[n+]([O-])cc1	6.0%	-14.2%	6.0%	45.7%[activator]	33.3%	1.4%	-7.8%	3.9%	3.5%
Cc1cc(O)c(C2(O)C(=O)Nc3cc(Br)ccc32)cc1C (stereo not given)	-5.3%	-10.8%	34.6%[57.1 µM]	-21.3%	-4.7%	11.4%	6.0%	18.5%	?
Cc1cc(C)cc(OCC(=O)N(Cc2cccs2)C2CCS(=O)(=O)C2)c1 (stereo not given)	-5.1%	-23.7%	10.7%[57.1 µM]	0.0%	10.2%	-8.1%	-8.1%	19.1%	0.0%
COc1ccccc1C/C(N)=N/OC(=O)COc1ccc(C)cc1C	?	114.6%[activator]	-3.8%	2.4%	139.6%[activator]	0.5%	-8.2%	11.1%	-5.2%
COc1cc(N2C(=O)C=CC2=O)ccc1N1C(=O)C=CC1=O	3.8%	4.47µM*	0.501µM*	-22.6%	?	?	-11.9%	?	63.3%[activator]
CC(OC(=O)Cc1c[nH]c2ccccc12)C(=O)N(C)c1ccccc1 (stereo not given)	2.5%	-18.2%	-2.6%	10.2%	11.5%	2.6%	9.4%	9.1%	23.9%
O=C(CN1C(=O)/C(=C2\SC(=S)N(C3CCS(=O)(=O)C3)C2=O)c2ccccc21)Nc1ccc(F)cc1 (stereo not given)	-9.9%	-17.1%	3.4%	98.3%[activator]	-23.9%	-6.7%	7.3%	-12.5%	13.6%
COc1ccccc1/C=N/N1C(=O)C2C3C=CC(CC3)C2C1=O (stereo not given)	0.1%	-10.7%	-5.0%[57.1 µM]	-19.5%	27.9%	1.3%	2.4%	19.8%	-1.6%
Cc1ccc(S(=O)(=O)CCC(=O)OCC(=O)Nc2ncc(Cl)cc2Cl)cc1	-15.6%	-1.4%	17.8%	-26.5%	22.4%	?	-8.8%	-20.9%	-8.8%
O=C(C1CCCCC1)N1CCCC(c2nc(-c3ccc(F)cc3)no2)C1 (stereo not given)	2.3%	-6.5%	11.6%	-14.1%	19.0%	8.8%	3.2%	9.0%	3.9%
CC(C)c1cc(C(=O)OCC(=O)NC(=O)NCc2ccco2)c(O)c(C(C)C)c1	-3.7%	-13.7%	-0.5%[57.1 µM]	?	12.6%	?	-10.0%	-12.4%	-6.2%
Cc1ccc(CNC(=O)COC(=O)C2CCN(S(=O)(=O)c3cccs3)CC2)cc1	0.8%	2.1%	13.0%	3.2%	16.9%	5.0%	-1.0%	5.7%	?
Cc1cccc(CNC(=O)c2cc(S(=O)(=O)N3CCOCC3)cn2C)c1	-3.0%	-16.0%	-3.7%	-22.4%	43.7%[activator]	-9.0%	2.1%	24.0%[11.4 µM]	11.6%
CC(=O)c1c(C)nn(CC(O)Cn2c3c(c4cc(C)ccc42)CCCC3=O)c1C (stereo not given)	-9.1%	-2.3%	4.5%	48.9%[activator]	8.5%	-12.2%	i	26.6%	-0.1%
O=C(c1ccccc1)N1CN2CN(C(=O)c3ccccc3)CC([N+](=O)[O-])(C2)C1	0.6%	5.2%	5.8%	?	16.7%	1.0%	-9.6%	?	0.9%
O=c1c(=NNc2ccccc2Cl)c(=O)c2ccccc12	2.1%	-31.4%	34.2%	-18.6%	29.1%	74.4%[activator]	-8.9%	-14.7%	6.1%
